# Bioassay records as filed in PubChem.
# hIAP block = human IAP inhibitors, primary screen, biochemical, luminescence, uHTS; Intestinal-type alkaline phosphatase (Homo sapiens), P09923; purified IAP, CDP-Star luminescence, 30 min; inhibition, % at 10 µM; hit rate 0.12% among 330,000;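 active = inhibition reaching a set limit with compound at 10 µM in the primary screen, cut at about 35% in these data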;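 note: plate controls were DMSO wells with enzyme for no effect and no-enzyme buffer wells for full effect; values of inactives mirror those of a sister screen read the other way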
# Target sequence (P09923 whole entry, looked up): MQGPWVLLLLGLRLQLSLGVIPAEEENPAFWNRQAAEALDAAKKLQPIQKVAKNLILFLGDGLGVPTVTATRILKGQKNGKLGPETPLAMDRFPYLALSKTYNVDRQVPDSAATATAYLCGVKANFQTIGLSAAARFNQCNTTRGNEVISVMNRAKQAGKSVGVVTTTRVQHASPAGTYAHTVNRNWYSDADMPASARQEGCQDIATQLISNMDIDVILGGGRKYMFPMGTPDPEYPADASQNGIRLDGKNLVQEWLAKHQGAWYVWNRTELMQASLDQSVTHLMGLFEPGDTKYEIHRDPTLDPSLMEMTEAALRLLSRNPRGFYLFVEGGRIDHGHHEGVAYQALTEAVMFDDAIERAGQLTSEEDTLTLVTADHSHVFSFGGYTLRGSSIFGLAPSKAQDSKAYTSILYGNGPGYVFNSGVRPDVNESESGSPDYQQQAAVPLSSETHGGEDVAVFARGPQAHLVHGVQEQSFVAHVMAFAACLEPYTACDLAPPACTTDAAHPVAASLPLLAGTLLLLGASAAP
# mIAP act = activators of mouse IAP, primary screen, biochemical, luminescence, uHTS. intestinal alkaline phosphatase [Mus musculus]. muIAP, CDP-Star luminescence, 30 min; active compounds read high; 1 = vehicle-only enzyme signal, 0 = enzyme-free wells. activation factor at 10 µM. hit rate 0.24% among 330,000. AID 2805, 2010;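 active = activation factor of at least 2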; note: the source names both 10 and 20 µM as test concentration; values of inactives mirror those of a sister screen read the other way
#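 System: mouse IAP enzyme. Reagent: CDP-Star chemiluminescent phosphatase substrate. Benchmarks: DMSO wells, no-enzyme wells. Times: 30 min enzyme-substrate-compound incubation at room temperature. Detection: luminescence from enzymatic CDP-Star hydrolysis. Doses: test compounds delivered from DMSO solution.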
# mIAP block = inhibitors of mouse IAP, primary screen, biochemical, luminescence, uHTS; intestinal alkaline phosphatase [Mus musculus]; inhibition, % at 10 µM; AID 2806, 2010; purified mouse IAP, CDP-Star luminescence, 30 min; hit rate 0.2% among 330,000;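 active = inhibition of at least 40% at 10 µM in the primary screen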;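 note: plate controls were DMSO with enzyme for no effect and no enzyme wells for full effect; values of inactives mirror those of a sister screen read the other way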
# PfG6PD inh = PfG6PD enzyme inhibitors, primary screen, biochemical, fluorescence intensity, uHTS; glucose-6-phosphate dehydrogenase-6-phosphogluconolactonase (Plasmodium falciparum 3D7); PfGluPho enzyme, NADPH resazurin-diaphorase fluorescence; inhibition, % at 20 µM; hit rate 0.78% among 350,000; AID 504690, 2011;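 active = inhibition reaching at least a set limit at 20 µM in the primary screen, cut at about 59% in these data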;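 note: 0% = DMSO wells with substrate and 100% = DMSO wells lacking glucose-6-phosphate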
# hIAP act = human IAP activators, primary screen, biochemical, luminescence, uHTS | purified human IAP, CDP-Star luminescence, 30 min; active compounds read high; 1 = vehicle-only enzyme, 0 = enzyme-free background | hit rate 0.16% among 330,000 | activation factor at 10 µM | AID 2524, 2010;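 active = activation factor of the enzyme at least 2-fold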; note: the source names both 10 and 20 µM as test concentration; values of inactives mirror those of a sister screen read the other way
# APOBEC3A inh = APOBEC3A ssDNA deaminase inhibitors, primary screen, selectivity assay for APOBEC3G inhibitor project, biochemical, FAM/TAMRA oligo cleavage fluorescence; DNA dC->dU-editing enzyme APOBEC-3A (Homo sapiens), P31941; hit rate 0.41% among 330,000; recombinant A3A, FAM/TAMRA ssDNA deamination fluorescence; inhibition, % at 20 µM;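 active = at least 40% inhibition at 20 µM here, with at most 30% in a related deaminase screen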;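 note: plate controls were A3A with DMSO for no effect and wells lacking A3A enzyme for full effect; some results filed as inactive read as strong as hits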
# Target sequence (P31941 whole entry, looked up): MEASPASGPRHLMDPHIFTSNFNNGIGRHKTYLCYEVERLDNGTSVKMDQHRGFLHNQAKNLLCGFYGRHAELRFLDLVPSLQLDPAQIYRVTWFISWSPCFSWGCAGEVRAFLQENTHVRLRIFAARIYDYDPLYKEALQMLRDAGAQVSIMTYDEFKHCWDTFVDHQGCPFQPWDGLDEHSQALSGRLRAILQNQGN
# ATG4B inh = ATG4B protease inhibitors, primary screen, biochemical, fluorescence, uHTS; Cysteine protease ATG4B (Homo sapiens), Q9Y4P1; ATG4B cleavage of LC3-PLA2, NBD-HPC fluorescence, 1 h; inhibition, % at 8.33 µM; hit rate 0.51% among 340,000; AID 504462, 2011; in the data active = inhibition above about 40%
# Target sequence (Q9Y4P1 whole entry, looked up): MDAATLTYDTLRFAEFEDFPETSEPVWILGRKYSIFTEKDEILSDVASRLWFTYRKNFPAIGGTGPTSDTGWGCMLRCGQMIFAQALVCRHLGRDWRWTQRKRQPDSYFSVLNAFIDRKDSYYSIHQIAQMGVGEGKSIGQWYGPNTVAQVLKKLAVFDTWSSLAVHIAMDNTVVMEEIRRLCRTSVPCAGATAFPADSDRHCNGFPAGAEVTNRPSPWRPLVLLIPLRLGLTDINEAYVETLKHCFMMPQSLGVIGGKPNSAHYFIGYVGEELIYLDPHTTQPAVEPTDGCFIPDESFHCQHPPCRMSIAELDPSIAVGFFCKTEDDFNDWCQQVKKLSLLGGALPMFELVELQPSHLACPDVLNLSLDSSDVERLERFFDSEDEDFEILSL
# HKDC1 inhibitor = HKDC1 hexokinase inhibitors, primary screen, biochemical, fluorescence, uHTS. Q2TB90. recombinant HKDC1, G6PDH/diaphorase resazurin coupled fluorescence. inhibition, % at 20 µM. hit rate 0.16% among 340,000;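 active = inhibition above about 35% when tested at 20 µM, limit read from the data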;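 note: plate controls were DMSO wells with enzyme for no effect and DMSO wells lacking enzyme for full effect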
#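 System: Recombinant HKDC1 hexokinase | Amount: HKDC1 at 5 µg/mL | Reagent: Glucose with 1 mM ATP | Doses: Single 20 µM dose | Incubation: Reaction time 90 min, room temperature, protected from light | Signal: Coupled resazurin fluorescence, excitation 525 nm, emission 613 nm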
# * = called active by the depositor.
hIAP block,mIAP act,mIAP block,PfG6PD inh,hIAP act,APOBEC3A inh,ATG4B inh,HKDC1 inhibitor,compound
-6,1.1,-12,22,1.1,-8,4,-7,Cc1cc(Sc2ncnc(N)c2[N+](=O)[O-])ncn1
10,0.97,2,-9,0.9,-4,-1,-8,Cc1cc(NC(=O)CSc2nnc(Cc3ccccc3)o2)no1
-3,0.58,42*,-11,1,-5,0,-4,Cc1ccc(SCC(=O)Nc2ccc(N3CCN(C)CC3)c(F)c2)c(C)c1
-4,0.99,1,-10,1,-2,-3,-1,CS(=O)(=NS(=O)(=O)c1ccc(Cl)cc1)c1ccccc1 (configuration not stated)
7,0.79,21,0,0.93,4,2,-5,Cn1cnnc1SCc1cccc(Br)c1
-1,1.1,-6,0,1,-2,3,-1,Cc1cc(-c2cc(C(=O)O)c3ccccc3n2)c(C)s1
-1,0.95,5,2,1,2,10,-5,CC(=O)c1cccc(Nc2nc(-c3cccc([N+](=O)[O-])c3)cs2)c1
-4,1,-4,6,1,3,-25,-6,Cc1cccc(O)c1C
-8,0.97,3,-11,1.1,3,-9,-5,Cc1ccccc1NC(=O)NCc1cccnc1
-3,0.96,4,66*,1,-5,-4,3,Nc1c(C(=O)N2CCOCC2)sc2nc(N3CCOCC3)c3c(c12)CCCC3
-20,1.1,-14,-20,1.2,-4,10,5,O=C(CNC(=O)c1ccccc1)OCc1cccc([N+](=O)[O-])c1
-11,1,-3,-9,1.1,-4,0,0,S=C(Nc1ccc2c(c1)OCO2)N1CCCC1
6,0.98,2,8,0.94,1,3,0,COc1cc(C=O)ccc1Oc1ccc(S(=O)(=O)N2CCOCC2)cc1[N+](=O)[O-]
-24,1,-1,-5,1.2,1,2,4,O=C1CC(c2ccccc2)n2nc(NC(=O)c3cccs3)nc2N1 (configuration not stated)
-14,1.1,-12,-9,1.1,-1,-2,-2,COc1ccc(C2(CNC(C)=O)CCOCC2)cc1OC
2,0.93,7,1,0.98,0,-8,0,Cc1cc(C)cc(N(C(=O)c2cc3ccccc3oc2=O)C2C=CS(=O)(=O)C2)c1 (configuration not stated)
18,0.93,7,-1,0.82,-5,10,4,Cc1ccccc1C(=O)c1cccn1CC(=O)NCc1ccc(F)cc1
2,1,-2,-10,0.98,1,3,-7,O=C(N/C(=C\c1cccc([N+](=O)[O-])c1)C(=O)N(CCO)CCO)c1ccco1
14,0.88,12,4,0.86,-2,-9,-4,COCCN(Cc1cc2cc(C)ccc2n2nnnc12)C(=S)Nc1ccc(C)cc1
-9,1.1,-13,16,1.1,-4,-8,4,CC(=O)c1c(C(C)=O)c(C)n(-c2cccc3cccnc23)c1C
13,1,-2,0,0.87,5,0,-3,COCCNC(=S)N1CCC(NC(=O)c2ccco2)CC1
4,1.1,-8,-32,0.96,-5,-9,-3,CCc1nnc(NC(=O)c2ccc(S(=O)(=O)N3CCN(Cc4ccccc4)CC3)cc2)s1
2,0.94,6,1,0.98,3,-3,7,Nc1cc(OC(=O)c2cccs2)nn1S(=O)(=O)c1ccccc1
-15,1,-3,7,1.2,0,-9,-4,Cc1csc(NC(=O)C2CCCO2)n1 (configuration not stated)
-37,1.1,-5,6,1.4,3,-7,-6,COc1cc(C(F)(F)F)c(C(=O)N(C)c2ccc(Cl)cc2)cn1
5,0.95,5,-4,0.95,-4,1,-2,O=C(CSc1ccccc1F)NC1CCS(=O)(=O)C1 (configuration not stated)
0,0.93,7,-7,1,-2,-1,1,COc1cccc(-c2ccc3nnc(SCC(=O)N4CCOCC4)n3n2)c1
-2,0.86,14,5,1,-1,-5,8,O=C(NCCNc1ccc([N+](=O)[O-])cc1C(F)(F)F)c1ccc(F)cc1
5,1,-2,-1,0.95,0,-1,-11,COC(=O)C1=C(C)NC(=O)NC1c1ccco1 (configuration not stated)
-11,0.96,4,3,1.1,-3,-4,-12,CCc1ccc(/C=C2\Oc3ccc(C(=O)OC)cc3C2=O)cc1
6,1,-1,-4,0.94,-2,-8,-4,Cn1c(=O)c(=O)n(C)c2cc(S(=O)(=O)N3CCN(C4CCCCC4)CC3)ccc21
-12,0.96,4,0,1.1,-1,7,-4,O=C(NCc1ccccn1)C(=O)NCC1OCCN1S(=O)(=O)c1ccc([N+](=O)[O-])cc1 (configuration not stated)
-9,1,-4,-9,1.1,-4,-4,-14,COc1cccc(N2C(=O)N(c3ccccc3)C3CS(=O)(=O)CC32)c1 (configuration not stated)
-38,1,-3,46,1.4,2,0,6,O=c1cnnc(N/N=C/c2ccccn2)[nH]1
-3,1,0,-8,1,-2,-1,-9,CCCCOC(=O)c1ccc(Nc2ccc([N+](=O)[O-])cn2)cc1
2,0.91,9,10,0.98,0,-8,-2,CC(C)N(CC#CC(O)(c1ccccc1)c1ccccc1)C(C)C
-3,0.98,2,13,1,-2,-4,-8,CC(C)N(C(=O)Cn1cc(S(=O)(=O)CC(=O)NCc2ccc(F)cc2)c2ccccc21)C(C)C
-1,0.87,13,0,1,-2,-4,-8,CCCCNC(=O)C(=O)N/N=C/c1cccc(Br)c1
-27,1,-5,-15,1.3,1,12,-7,COCCn1c(=O)sc2ccccc2c1=O
3,1.1,-13,-12,0.97,0,-8,-12,O=C(O)CSc1nc(-c2ccccc2)cc(=O)[nH]1

# Part of the list above with just ATG4B inh, mIAP block and mIAP act:
molecule | ATG4B inh | mIAP block | mIAP act
O=c1cnnc(N/N=C/c2ccccn2)[nH]1 | 0 | -3 | 1
O=C(NCCNc1ccc([N+](=O)[O-])cc1C(F)(F)F)c1ccc(F)cc1 | -5 | 14 | 0.86

# More structures follow:
hIAP block,mIAP act,mIAP block,PfG6PD inh,hIAP act,APOBEC3A inh,ATG4B inh,HKDC1 inhibitor,compound
-12,1,-4,-5,1.1,-2,2,-5,Cc1cccc(NS(=O)(=O)c2cccc(C(=O)NCCCN3CCOCC3)c2)c1
-4,1.3,-25,-5,1,-3,-14,-15,O=C(Nc1nc(-c2ccncc2)cs1)C1c2ccccc2Oc2ccccc21
2,1.1,-7,-8,0.98,-1,-4,-1,CC(C)CN(C(=O)CSc1n[nH]c(-c2cccs2)n1)C1CCS(=O)(=O)C1 (configuration not stated)
-2,1,0,19,1,-4,0,-5,O=C(O)Cn1cnc2c(=S)nc[nH]c21
-23,0.89,11,-9,1.2,-1,15,-6,Clc1ccc(CSc2ncccn2)cc1
-12,0.97,3,-3,1.1,1,-8,-11,O=C(CN1C(=O)CSc2ccc(S(=O)(=O)N3CCOCC3)cc21)NCCCN1CCc2ccccc2C1
3,0.94,6,8,0.97,6,-8,-8,COC(=O)C1=CO[C@@H](O[C@@H]2OC(CO)[C@@H](O)[C@@H](O)[C@@H]2O)C2C1CC[C@]2(C)O (some centres not stated)
-18,0.95,5,-12,1.2,-6,6,-2,CC(=O)C1=C(O)C(=O)N(CCNCCO)C1c1ccccc1 (configuration not stated)
-1,0.96,4,23,1,2,1,8,O=C(CNC(=O)C1CCCCC1)OCc1cc(=O)oc2ccc3ccccc3c12
-5,0.35,65*,-6,1.1,6,-8,9,O=C(O)c1cc(S(=O)(=O)Nc2ccc3oc(=O)sc3c2)ccc1O
22,0.93,7,-3,0.78,3,2,1,O=C(O)/C=C\C(=O)N1CCc2ccccc21
9,1,-2,-9,0.91,-2,9,-3,Cc1[nH]n(-c2ccccc2)c(=O)c1C(C[N+](=O)[O-])c1ccc(Cl)cc1 (configuration not stated)
10,1,-1,-4,0.9,-3,-20,-2,COc1cccc(C(=O)NOCc2ccccc2)c1OC
-23,1,0,0,1.2,-2,1,-4,COc1ccc(-n2cc(CNC(C)c3ccncn3)c(-c3cccc(F)c3)n2)cc1 (configuration not stated)
-2,1,-2,-8,1,0,1,-1,NS(=O)(=O)c1ccc(CCNC(=O)C2Cc3ccccc3CN2C(=O)c2ccco2)cc1 (configuration not stated)
-10,1.1,-7,-5,1.1,-2,-3,-4,CCOC(=O)N1CCN(S(=O)(=O)c2c(C)nn(C)c2C)CC1
-21,0.97,3,-2,1.2,-2,-10,-5,CCOC(=O)N1CCN(CC(O)COc2ccc(-c3ccccc3)cc2)CC1 (configuration not stated)
25,0.91,9,2,0.75,-1,-10,-1,Cc1ccc(S(=O)(=O)N2CCC(C(=O)N[C@H](C(=O)N3CCN(C)CC3)C(C)C)CC2)cc1
-38,1.1,-12,-1,1.4,-3,-3,-1,CCC(=O)Nc1ccc2oc(-c3ccccc3Br)nc2c1
-19,0.99,1,-1,1.2,-1,0,-3,CCN(Cc1ccccc1)C1CCN(Cc2ccc(SC)cc2)CC1

# One compound at a time (already shown).
# CC(C)CN(C(=O)CSc1n[nH]c(-c2cccs2)n1)C1CCS(=O)(=O)C1 (configuration not stated) across the screens: hIAP block = 2; mIAP act = 1.1; mIAP block = -7; PfG6PD inh = -8; hIAP act = 0.98; APOBEC3A inh = -1; ATG4B inh = -4; HKDC1 inhibitor = -1
# CCOC(=O)N1CCN(CC(O)COc2ccc(-c3ccccc3)cc2)CC1 (configuration not stated) across the screens: hIAP block = -21; mIAP act = 0.97; mIAP block = 3; PfG6PD inh = -2; hIAP act = 1.2; APOBEC3A inh = -2; ATG4B inh = -10; HKDC1 inhibitor = -5
# Cc1ccc(S(=O)(=O)N2CCC(C(=O)N[C@H](C(=O)N3CCN(C)CC3)C(C)C)CC2)cc1 across the screens: hIAP block = 25; mIAP act = 0.91; mIAP block = 9; PfG6PD inh = 2; hIAP act = 0.75; APOBEC3A inh = -1; ATG4B inh = -10; HKDC1 inhibitor = -1

# The list goes on.
hIAP block,mIAP act,mIAP block,PfG6PD inh,hIAP act,APOBEC3A inh,ATG4B inh,HKDC1 inhibitor,compound
-19,1.1,-9,8,1.2,-9,-1,-5,CCOc1ccccc1N1CCN(C(=O)NC(C)c2ccc(F)c(F)c2)CC1 (configuration not stated)
-2,0.95,5,6,1,1,3,-1,CN(C)CCCN(C(=O)c1ccc(Br)s1)c1nc2cc3c(cc2s1)OCCO3
9,1.1,-6,9,0.91,-1,1,-7,Cc1ccccc1-n1ccnc1SCC(=O)NCC1CCCO1 (configuration not stated)
-4,0.99,1,-4,1,-3,-1,-5,CC(NC(=O)c1ccccc1)C(=O)NC1CCCc2ccccc21 (configuration not stated)
10,1.1,-6,-13,0.9,2,5,5,CC1CCCN(C(=O)Cn2nnc(-c3ccccc3F)n2)C1 (configuration not stated)
-3,0.94,6,2,1,2,-9,-8,OCCC1CN(Cc2ccc(Oc3ncccn3)cc2)CCN1C1CCCCC1 (configuration not stated)
-2,0.98,2,-11,1,27,-3,0,O=C(Nc1ccccc1C(F)(F)F)N1CCC(N2CCCCC2)CC1
2,1,0,0,0.98,-5,-8,-4,CCN(c1ccccc1)S(=O)(=O)c1ccc(OCC(=O)Nc2cc(C)on2)cc1
-13,0.86,14,-17,1.1,-4,3,1,O=C(NNS(=O)(=O)c1ccc(F)cc1)c1cc(Cl)ccc1O
6,0.94,6,1,0.94,1,-9,-5,COCCNC(=O)c1cc2nc(-c3ccc(F)cc3)cc(C(F)(F)F)n2n1
-15,0.75,25,5,1.2,3,16,12,CNc1ccc(/C=C/C(=O)c2cccc3ccccc23)cc1[N+](=O)[O-]
-1,1,-4,9,1,-2,3,-8,COc1cccc(N(CC(=O)Nc2cccc(N(C)S(C)(=O)=O)c2)S(C)(=O)=O)c1
